# Source: PubChem
# IMPase inh – IMPase inhibition in cells; CHO-M1 cells, IP1 accumulation, HTRF TR-FRET ratio; inhibition (IP1 accumulation), % at 46.1 µM; 120,000 tested, under 10 active; active = well fitted curve in the direction sought with a large enough effect in the signal ratio, not every such curve was filed as active; inconclusive = small, poorly fitted or top-dose-only effect, or a change in a side signal; inactive = no such curve, though single readings can be large or run the other way; the % refers to the signal ratio;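 note: cells stimulated with carbachol in lithium chloride buffer; plate controls were DMSO basal wells for no effect and reference inhibitor wells for full effect; higher means more IMPase inhibition seen as more IP1 and lower FRET ratio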
# Target sequence (P97697 whole entry, looked up): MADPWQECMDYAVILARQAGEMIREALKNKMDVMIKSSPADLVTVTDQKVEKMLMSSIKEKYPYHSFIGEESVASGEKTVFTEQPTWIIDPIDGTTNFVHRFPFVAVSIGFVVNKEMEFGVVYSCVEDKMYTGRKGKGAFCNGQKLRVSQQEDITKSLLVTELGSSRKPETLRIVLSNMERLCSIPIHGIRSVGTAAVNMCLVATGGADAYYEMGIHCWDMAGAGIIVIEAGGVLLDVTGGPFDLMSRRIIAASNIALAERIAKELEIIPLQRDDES
#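 CHO-M1 cells (CHO stably expressing M1 receptor), compound up to 46 uM final, stimulated with carbachol (50 uM as added) in buffer with 50mM LiCl, pH 7.4, 30 min at 37C. Cytosolic IP1 read by TR-FRET; AC50 from Hill fits.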
# ALOX12 inhib – blocks human 12-lipoxygenase activity; purified 12-hLO, xylenol orange hydroperoxide absorbance; Potency, µM (titrated, usually from 57.1 µM), for inactives: at the highest dose activity change, negative = inhibition, usual class: inhibitors; 150,000 tested, 0.12% active; note: potency is the fitted concentration of half-maximal effect; nearly all actives have a fitted effect of over 55% in size; many of its hits are not listed in these tables
# Target sequence (P18054 whole entry, looked up): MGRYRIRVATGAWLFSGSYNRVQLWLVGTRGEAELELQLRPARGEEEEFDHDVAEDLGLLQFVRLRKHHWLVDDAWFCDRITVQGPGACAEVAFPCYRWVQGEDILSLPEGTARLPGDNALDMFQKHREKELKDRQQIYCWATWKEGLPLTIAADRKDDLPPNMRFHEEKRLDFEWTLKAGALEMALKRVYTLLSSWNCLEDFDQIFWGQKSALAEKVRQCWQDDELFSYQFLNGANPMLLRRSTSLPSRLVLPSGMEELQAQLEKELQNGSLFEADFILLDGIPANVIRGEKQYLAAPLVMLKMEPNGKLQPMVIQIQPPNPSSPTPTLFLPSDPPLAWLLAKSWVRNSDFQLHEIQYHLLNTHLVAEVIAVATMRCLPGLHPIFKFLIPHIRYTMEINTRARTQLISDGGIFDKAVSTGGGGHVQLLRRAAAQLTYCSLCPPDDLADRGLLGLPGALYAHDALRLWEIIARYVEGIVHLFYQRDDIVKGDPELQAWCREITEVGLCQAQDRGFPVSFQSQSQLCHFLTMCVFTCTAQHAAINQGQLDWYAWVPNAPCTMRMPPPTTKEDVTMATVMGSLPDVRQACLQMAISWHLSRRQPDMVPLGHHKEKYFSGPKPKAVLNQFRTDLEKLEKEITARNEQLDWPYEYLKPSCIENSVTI
#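 Purified human 12hLO (150 nM), preincubated 15 min with compound, then 40 uM arachidonic acid for 30 min, room temperature, Hepes pH 7.0 with 0.01% Triton X-100. Hydroperoxide detected by ferrous iron/xylenol orange; 573/405 nm absorbance ratio gives reaction progress.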
# PNC assembly inh – perinucleolar compartment assembly inhibition | PC3M PTB-GFP, PNC prevalence imaging, 16 h; hits give low values | activity change (PNC), negative = inhibition, % at 10 µM | 140,000 tested, 3.1% active;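 active = readout at or below -70, meaning at least 70% loss of cells showing the perinucleolar compartment, a nuclear body marking cancer cells; inconclusive = readout between -30 and a set limit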;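 note: plate controls were DMSO wells for no effect and camptothecin positive control wells for full effect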
#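 PC3M cells stably expressing PTB-GFP, 750–1000 cells/well, treated 16 h at 37 °C with compound (23 nl of library stock), in duplicate. After paraformaldehyde fixation and Hoechst stain, imaged at 20x; PNC prevalence scored by image analysis.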
# ALOX15B inhib – inhibitors of human 15-lipoxygenase 2 (ALOX15B); 110,000 tested, 0.56% active; purified 15hLO-2, xylenol orange hydroperoxide absorbance; Potency, µM (series often up to 57.1 µM), for the others: at the top dose activity change, negative = inhibition, actives largely listed as inhibitors; O15296; note: potency is the fitted concentration of half-maximal effect; nearly all actives have a fitted effect of over 60% in size; many of its hits are not listed in these tables
#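 Purified human 15hLO-2 (50 nM) preincubated 15 min with compound, then 45 uM arachidonic acid for 90 min at RT in 25 mM Hepes pH 7.5, 0.01% Triton X-100. Hydroperoxide detected by Fe-xylenol orange; 573/405 nm absorbance ratio.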
# Numbers without * were called inactive; ? = inconclusive; nt = not tested or not shown; & = joins results of further samples; [ ] = another dose, or the depositor's remark. Unless noted, calls come from the whole dose curve; as a rule, active = well fitted curve in the direction sought with a large enough effect; inconclusive = small, poorly fitted or top-dose-only effect, or another doubt; inactive = no such curve, though single readings can be large; an effect the other way counts as inactive or inconclusive. Unless noted, % is set by controls: 0 for no effect and ±100 for the full control effect.
# Values run as follows: ALOX12 inhib	ALOX15B inhib	PNC assembly inh	IMPase inh
- O=C(Nc1nc(-c2cc3ccccc3oc2=O)cs1)c1ccc(Br)o1
  20µM*	?	?	-3
- Cc1nn(Cc2cccc(C(=O)N3CCCC(C)C3)c2)c(C)c1[N+](=O)[O-] (stereo not drawn)
  2%	nt	?	nt
- COc1cc(SC#N)ccc1N=Cc1c(C)[nH]n(-c2ccc(Cl)cc2)c1=O
  4%	-16%	23	7
- O=C(CSc1cn(Cc2ccccc2)c2ccccc12)Nc1nccs1
  1%	26%	-27	7
- Cc1cc(Br)ccc1OCCCCNCCO
  0%	14%	25	6
- CCc1cc2c(=O)[nH]c(N3CCOCC3)nc2s1
  -5%	nt	75	-3
- CCCCNS(=O)(=O)c1ccc2nc(-c3cccs3)cc(C(=O)NCC(OC)OC)c2c1
  4%	nt	-29	nt
- COc1ccc(Cl)c(NC(=O)Nc2c(C)n(-c3ccccc3)c(=O)n2C)c1
  1%	-5%	4	-4
- CSC(=S)N(C)C1CCS(=O)(=O)C1 (stereo not drawn)
  -4%	nt	?	1
- O=C(Nc1nccc(-c2cccs2)n1)c1ccccc1Cl
  0%	3%	78	-1
- Cc1cc(C)cc(C(=O)N2CC(=O)Nc3ccccc32)c1
  -3%	-6%	-80*	7
- O=C(CNC(=S)N(Cc1ccc(F)cc1)C1CCCCC1)NC1CC1
  2%	-5%	33	5
- CCOC(=O)C1CCN(S(=O)(=O)c2ccc(C(=O)OC)cc2)CC1
  1%	0%	?	-17
- CC(Sc1nc2ccccc2s1)C(=O)NC1CCCc2ccccc21 (stereo not drawn)
  -6%	nt	21	9
- CCCC(C)C(=O)Nc1ccncc1 (stereo not drawn)
  9%	nt	-100*	-7

# Complete entries, looked up by structure. Values in the order: ALOX12 inhib, ALOX15B inhib, PNC assembly inh, IMPase inh
# `CCCCNS(=O)(=O)c1ccc2nc(-c3cccs3)cc(C(=O)NCC(OC)OC)c2c1` is listed as 4%, nt, -29, nt
# `O=C(CNC(=S)N(Cc1ccc(F)cc1)C1CCCCC1)NC1CC1` is listed as 2%, -5%, 33, 5
# `CCc1cc2c(=O)[nH]c(N3CCOCC3)nc2s1` is listed as -5%, nt, 75, -3
# `Cc1cc(Br)ccc1OCCCCNCCO` is listed as 0%, 14%, 25, 6

# (more compounds)
# Values run as follows: ALOX12 inhib	ALOX15B inhib	PNC assembly inh	IMPase inh
- CN(C)CCNc1nc2c(c(=O)[nH]c(=O)n2C)n1CC(O)COc1ccc(Cl)cc1 (stereo not drawn)
  4%	8%	-27	1
- CCN(CC)c1ccc(NC(=O)Nc2ccccc2C(F)(F)F)cc1
  -18%	-22%	8	3
- COC(=O)c1c(-c2ccco2)csc1NC(=O)C1CC=CCC1C(=O)O (stereo not drawn)
  -25%	-13%	-29	?
- O=C1c2ccccc2C(Nc2ccc3c(c2)OCCO3)N1Cc1ccccc1 (stereo not drawn)
  -14%	-8%	20	2
- COc1ccccc1C(=O)N1CCN(C2CCN(Cc3ccccc3)CC2)CC1
  -13%	2%	7	21
- COc1ccc(CN(Cc2cccnc2)S(=O)(=O)c2ccc(-n3cnnn3)c(C)c2)cc1OC
  -2%	-2%	-19	3
- O=C1NC2=C(C(=O)CCC2)C(c2ccc3ncccc3c2)N1 (stereo not drawn)
  2%	4%	-23	11
- O=C(c1ccccc1)c1c[nH]c(C(=O)NCCCN2CCOCC2)c1
  -5%	5%	-27	-2
- Cn1c2ccc(Cl)cc2c2nc3ccccc3nc21
  -6%	-28%	9	0
- CCOC(=O)C[n+]1c(C)csc1C
  0%	nt	6	nt
- O=C(Nc1cc2c(oc1=O)CCCC2=O)c1ccc(Cl)cc1
  -11%	-14%	18	-2
- CC(C(=O)Nc1sc2c(c1C(=O)NCc1ccco1)CCCC2)N1C(=O)c2ccccc2C1=O (stereo not drawn)
  -3%	-11%	20	-6
- COc1ccccc1N1CCN(C(=O)c2ccc(S(=O)(=O)N3CCCCC3)cc2)CC1
  -3%	-1%	48	5
- COc1ccc(NC(=O)NCc2ccccn2)cc1OC
  5%	nt	193	-1
- CCCC(=O)Nc1cccc(-c2nc3cc(C)c(C)cc3o2)c1
  -2%	0%	35	0
- C(=N\N1CCN(C2c3ccccc3-c3ccccc32)CC1)/c1ccncc1
  1%	50%[activator]	-24	4
- O=[N+]([O-])c1ccccc1NCCNc1ncc(C(F)(F)F)cc1Cl
  -5%	-14%[11.4 µM]	-3	-9[1.84 µM]
- Nc1ccc(C23CC4CC(CC(CO)(C4)C2)C3)cc1
  -6%	-22%	6	9
- CCC(CC)C(=O)NCCc1cc2c(OC)ccc(OC)c2[nH]c1=O
  -2%	9%	-6	-7
- CCOC(=O)C1C2C=CC3(CN(c4ccc(Cl)c(F)c4)C(=O)C13)O2 (stereo not drawn)
  2%	nt	3	-1
- CCCCc1nc2sc3c(SCC(=O)NCc4ccco4)ncnc3c2c2c1CCC2
  0%	-23%	17	?
- C=CCCC(=O)Nc1nc(C)c(-c2csc(Nc3ccccc3OC)n2)s1
  -12%	5%	-12	-5
- Cc1ccc2nc(N3CCN(Cc4ccc(F)cc4)C3=O)c(C)cc2c1
  -14%	10%	-14	0
- COc1cc(/C=C2\SC(=Nc3ccc(N4CCOCC4)cc3)N(C)C2=O)ccc1OC(C)C(=O)O (stereo not drawn)
  -3%	nt	-23	nt
- Cc1ccccc1Nc1nc(N)nc(CSc2nnnn2-c2ccccc2)n1
  0%	7%	-25	6
- O=C(Nc1cccc2c1CCCC2)c1cc([N+](=O)[O-])ccc1Cl
  8%	5%	-8	8
- CCOC(=O)c1cnc(=O)[nH]c1C
  -2%	-1%	-16	-3
- Cc1ccc(O)c(NC(=O)C2CC(c3c(F)cccc3Cl)=NO2)c1 (stereo not drawn)
  -8%	-15%	-8	3
- Nc1ccc2c(c1)C/C(=C/c1ccco1)C2=O
  -5%	nt	11	nt
- COC(=O)c1[nH]c2ccccc2c1NC(=O)CN1CCN(C(=O)c2ccco2)CC1
  -8%	-4%	6	-9
- CCOc1ccc(NC(=O)C(=O)NCCCn2ccnc2)cc1
  -3%	-10%[11.4 µM]	31	1[1.84 µM]
- COc1ccc(NC(C)C(=O)Nc2ccc(C(C)(C)C)cc2)cc1Cl (stereo not drawn)
  -1%	0%	-2	10
- CSc1nnc(-c2sc(-c3ccccc3)nc2C)n1C
  0%	11%	31	-11
- CCOC(=O)N1CCN(c2ncnc3c2[nH]c2ccc(F)cc23)CC1
  -7%	2%	-6	6
- CCOc1ccc(/C(=N\O)C(C)NO)cc1 (stereo not drawn)
  -3%	-19%	27	7
- Cc1csc2nc(CSc3nc4ccccc4o3)cn12
  -1%	27%	?	5
- O=c1c2[nH]c3ccccc3c2ncn1CCCn1ccnc1
  7%	18%	14	-4
- C/C(CCC(=O)OC[C@H]1O[C@H](C#Cc2ccccc2)C=C[C@@H]1Oc1ccc(C)cc1)=N\OC[C@@H](O)[C@H]1O[C@@H]2OC(C)(C)O[C@@H]2[C@H]1O
  0%	nt	49	nt
- C=CCn1c(Cc2c[nH]c3ccccc23)nnc1SCC(=O)NCc1ccccc1
  2%	-6%	47	1
- CCNC(=O)Cn1cc(C#N)c2ccccc21
  2%	nt	17	7
- N=C(N)SCCc1cnc[nH]1
  4%&6%	40%&11%[activator]	nt	5&-1
- Cc1nc2c(C(=O)NCc3ccccc3)c[nH]n2c(=O)c1Cl
  -4%	-5%	-1	-1
- COCC(=O)NC(c1ccccc1)c1ccccc1
  5%	8%[2.29 µM]	2	0
- O=C1NC(=O)/C(=C/c2ccccc2Oc2ccc(Cl)cc2)S1
  -2%	0%	21	-3
- FC(F)(F)c1nnc2c(Sc3ccc(Cl)cc3)nc3ccccc3n12
  0%	-1%	?	7
- O=C(N/N=C/c1cccc(OCc2ccccc2)c1)c1ccc(Br)cc1
  4%	nt	?	-7
- CC(=O)c1c(C)[nH]c(C(=O)N2c3ccccc3CC2C)c1C (stereo not drawn)
  2%	-2%	14	-2
- C=C1C(=O)O[C@@H]2C3OC3(C)CC/C=C(\C)CC[C@@H]12 (stereo partly drawn)
  -2%	2%	nt	3
- CCOc1ccc(NS(=O)(=O)c2ccc3[nH]cc(C(=O)NCC4CCCO4)c(=O)c3c2)cc1 (stereo not drawn)
  -2%	-2%	10	5
- CC(C(=O)N1CCCCC1)N1C(=O)c2ccccc2C1=O (stereo not drawn)
  3%	-3%	43	-6
- COc1ccc(C2(O)CCN(Cc3nnnn3Cc3ccc(C)cc3)CC2)cc1
  -13%	5%	?	9
- CCOC(=O)c1c(C)[nH]c(C)c1C(=O)COC(=O)c1cc2ccccc2cc1OC
  -4%	nt	31	nt
- CCC(C)[C@H](NC(=O)NCCCn1ccnc1)C(=O)OC (stereo partly drawn)
  0%	nt	?	nt
- C/C(=N\Nc1nc(-c2cc(C)ccc2C)cs1)c1cc2c(ccc3ccccc32)oc1=O
  0%	nt	-20	nt
- N#Cc1nc(-c2cccc(Cl)c2)oc1NCc1cccnc1
  -12%	16%	?	-7
- Cc1ccc(OCc2nnc(NC(=O)OCC(C)C)s2)cc1
  -1%	-2%	27	-3
- O=C(OCc1ccccc1)c1ccc2c(c1)-c1ccccc1C2=O
  0%	7%	?	5
- CCc1nnc(SCC(=O)NC2CCCC2)nc1CC
  1%	0%	-24	3
- CCSc1nc(N)c(C#N)c(-c2ccccc2Cl)c1C#N
  -24%	-11%	31	-8
- Cc1c(-c2ccccc2)oc2c(C(=O)OCC(=O)Nc3ccc(F)cc3)cccc2c1=O
  3%	nt	-12	nt

# Continued.
# Values run as follows: ALOX12 inhib	ALOX15B inhib	PNC assembly inh	IMPase inh
- COc1ccc(NC(=O)CCNS(=O)(=O)c2ccc3c(c2)c(=O)n(C)c(=O)n3C)cc1
  2%	4%	?	-1
- Cc1nc2c(cnn2-c2ccccc2Cl)c(=O)n1-c1ccc(C(C)C)cc1
  1%	-5%	30	6
- C=CCn1c(C)cc(-c2csc(N)n2)c1C
  -5%	8%	0	1
- CCS(=O)(=O)N1CCN(C(=O)c2ccccc2)CC1
  1%	0%	-13	1
- CCOC(=O)c1ccc(CSc2nnc(C)n2N)o1
  -3%	-6%	?	1
- COc1ccc(S(=O)(=O)N(C)CC(=O)Nc2ccccc2C(F)(F)F)cc1Cl
  -1%	3%	-15	-5
- c1cc2c3c(cccc3c1)C(N1CCCCC1)=N2
  -1%	-9%	-27	19
- Cc1cccc(C(CC(=O)O)n2cccc2)c1 (stereo not drawn)
  6%	-2%	12	-1
- O=C(Nc1cccc(-c2cnc3ccccc3n2)c1)c1ccccc1
  6%	-7%	-11	-8
- O=c1c2ccccc2ncn1CCOCCOc1cccc(Br)c1
  -1%	nt	-2	nt
- CCC(=O)Nc1cccc(-c2cnc3ccccc3n2)c1
  -4%	-5%	0	-9
- Cc1cc([N+](=O)[O-])nn1CCCC(=O)Nc1cc(Oc2ccccc2)cc([N+](=O)[O-])c1
  1%	nt	-8	-6
- CC1Cc2ccccc2N1C(=O)c1cnsn1 (stereo not drawn)
  2%	-7%	-30	-1
- CC1(C)CC(C)(O)P(=O)(c2ccccc2)O1 (stereo not drawn)
  2%	6%	4	-1
- CC(C)C[C@H](NC(=O)NC(C)C)C(=O)O
  0%	-1%	?	-10
- CN(C)/C=N/c1cc(=O)n(Cc2ccccc2)c(=O)n1C
  -3%&4%	1%	45	nt
- O=C(CN1CCC(n2nnc3cc(C(F)(F)F)ccc32)CC1)NCc1cccs1
  1%	nt	?	2
- CN(C)CCCOc1cccc(Cl)c1
  -1%	nt	?	nt
- O=C(/C=C/c1ccccc1)NCC(=O)N/N=C\c1cccnc1
  -1%	nt	?	nt
- CCOc1ccc(Nc2cc(C)nc3nc(C)nn23)cc1
  3%	nt	59	nt
- O=c1oc(-c2cccs2)nc2ccc(Br)cc12
  1%	-4%	18	4
- O=C1c2ccccc2NC(c2ccc(-c3ccc(Br)cc3)o2)N1O (stereo not drawn)
  ?	?	-19	-5
